# POLK inh: qHTS for Inhibitors of Polymerase Kappa; DNA polymerase kappa (Homo sapiens), Q9UBT6; purified Pol kappa, fluorescent DNA synthesis assay, 10 min; Potency, µM (series often up to 107 µM), for inactives: at the top dose activity, negative = inhibition, hits mostly inhibitors; 400,000 compounds, 0.53% hits; further: potency means the concentration at half of the fitted maximal effect; on the % scale 0 is the no-effect control and ±100 the full control effect
#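 Activity was followed as the change in fluorescence between reads at 0 and 10 min after starting the reaction with 50 nM substrate. Beforehand, 10 nM polymerase had been preincubated with compound for 15 min at room temperature.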
# LDHA inh: qHTS assay for inhibitors of human lactate dehydrogenase; L-lactate dehydrogenase A chain (Homo sapiens), P00338; purified LDHA, NADH/diaphorase-resazurin fluorescence; stronger effect = lower value; activity change, % (values are at about 110 or 230 µM); 480,000 compounds, 0.15% hits; in the data active means activity change below about -30%; inconclusive means mostly about -25% to -30%;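 further: plate controls were DMSO wells for no effect and wells without enzyme for full effect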
#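 Human LDH5 at 2 nM final in Tris HCl pH 7.4 with 0.06 mM NADH and 0.2 mM pyruvate, reacted 5 minutes at room temperature. Remaining NADH coupled via diaphorase/resazurin; resorufin fluorescence read at 0 and 20 minutes, normalized to enzyme-free and DMSO wells.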
# Glioma ERSR ind: qHTS for Inducers of the Endoplasmic Reticulum Stress Response (ERSR) in Human Glioma: qHTS. AID 602332, 2012. 420,000 compounds, 0.02% hits. U87-MG GRP78 promoter luciferase reporter, 16 h. Potency, µM, without a hit: top-dose activation, hits mostly activators; further: potency means the concentration at half of the fitted maximal effect; series mostly up to about 76 µM; % of control where 0% means no effect; nearly all actives have a fitted effect of over 35% in size
#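 Stably transfected U87-MG glioma cells carrying a GRP78-based luciferase sensor; 16 h compound incubation. Luminescence end-point read 10 min after Bright-Glo addition at room temperature.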
# BLM inh: qHTS Assay for Inhibitors of Bloom's syndrome helicase (BLM); RecQ-like DNA helicase BLM (Homo sapiens), P54132; recombinant BLM DNA unwinding, fluorescence dequenching; Potency, µM (highest dose often 56.1 µM), inactives show at the highest dose activity change, negative = inhibition, actives largely listed as inhibitors; 350,000 compounds, 0.2% hits; AID 2528, 2010;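 further: potency means the concentration at half of the fitted maximal effect; plate controls were vehicle for no effect and no enzyme for full effect; nearly all actives have a fitted effect of over 35% in size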
# APE1 inh: qHTS Assay for Inhibitors of the Human Apurinic/apyrimidinic Endonuclease 1 (APE1) | Potency, µM (series often up to 65.8 µM), inactives show at the top dose activity change, negative = inhibition, actives largely listed as inhibitors | DNA repair nuclease/redox regulator APEX1 (Homo sapiens), P27695 | recombinant APE1, TAMRA/BHQ-2 abasic DNA cleavage fluorescence | AID 2517, 2012 | 350,000 compounds, 0.35% hits;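 further: potency means the concentration at half of the fitted maximal effect; plate controls were vehicle for no effect and reference inhibitor for full effect; nearly all actives have a fitted effect of over 55% in size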
# Target sequence (P27695 whole entry, looked up): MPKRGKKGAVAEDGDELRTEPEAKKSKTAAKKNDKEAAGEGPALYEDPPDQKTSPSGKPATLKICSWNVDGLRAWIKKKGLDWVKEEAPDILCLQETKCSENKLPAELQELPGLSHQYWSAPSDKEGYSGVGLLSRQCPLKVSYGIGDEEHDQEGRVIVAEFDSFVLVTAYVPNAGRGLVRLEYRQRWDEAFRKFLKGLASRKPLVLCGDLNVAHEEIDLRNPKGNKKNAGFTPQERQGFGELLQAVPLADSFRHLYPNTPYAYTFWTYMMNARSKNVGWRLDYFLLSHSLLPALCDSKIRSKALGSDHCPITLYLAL
#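 Kinetic fluorescence read (525 ex/598 em nm, three reads 60 s apart) of AP-site incision; signal = third minus first read. Enzyme 0.75 nM, dual-labelled THF duplex 50 nM, compound preincubation 15 min RT.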
# Pol eta inh: qHTS for Inhibitors of Polymerase Eta | DNA polymerase eta (Homo sapiens), Q9Y253 | recombinant Pol eta, fluorescent DNA replication assay | Potency, µM (titrated, usually from 114 µM), for inactives: at the highest dose activity change, negative = inhibition, actives largely listed as inhibitors | 390,000 compounds, 1.2% hits; further: potency means the concentration at half of the fitted maximal effect; on the % scale 0 is the no-effect control and ±100 the full control effect
# Target sequence (Q9Y253 whole entry, looked up): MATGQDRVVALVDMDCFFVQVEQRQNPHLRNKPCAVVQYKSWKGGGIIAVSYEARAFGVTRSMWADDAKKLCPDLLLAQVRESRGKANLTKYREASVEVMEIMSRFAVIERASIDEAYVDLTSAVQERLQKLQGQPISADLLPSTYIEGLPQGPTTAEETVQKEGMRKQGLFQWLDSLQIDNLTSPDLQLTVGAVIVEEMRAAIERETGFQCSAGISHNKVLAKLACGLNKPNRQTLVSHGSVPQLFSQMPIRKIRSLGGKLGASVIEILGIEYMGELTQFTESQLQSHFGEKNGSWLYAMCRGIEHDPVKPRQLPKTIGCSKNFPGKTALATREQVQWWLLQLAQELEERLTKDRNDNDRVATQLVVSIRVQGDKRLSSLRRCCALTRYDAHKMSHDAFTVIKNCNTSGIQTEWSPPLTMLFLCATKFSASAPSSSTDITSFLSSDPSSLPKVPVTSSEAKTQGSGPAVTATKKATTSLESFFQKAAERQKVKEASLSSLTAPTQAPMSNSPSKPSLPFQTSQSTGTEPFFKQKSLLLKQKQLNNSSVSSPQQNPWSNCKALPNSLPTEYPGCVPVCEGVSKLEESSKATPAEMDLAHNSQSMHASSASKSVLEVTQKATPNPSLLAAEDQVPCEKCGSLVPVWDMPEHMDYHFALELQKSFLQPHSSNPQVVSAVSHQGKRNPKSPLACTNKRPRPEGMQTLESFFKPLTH
#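 Pol eta (10 nM) was preincubated with compounds for 15 min at room temperature, after which fluorescent replication substrate (50 nM final) was added to start the reaction. Fluorescence was read kinetically at 0 and 10 min.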
# Pol beta inh: qHTS Assay for Inhibitors of DNA Polymerase Beta; Potency, µM (titrated, usually from 114 µM), inactives show top-dose activity change, negative = inhibition, most hits filed as inhibitors; 340,000 compounds, 1.3% hits; Pol beta primer extension/strand displacement, fluorescence kinetic; P06746; further: potency means the concentration at half of the fitted maximal effect; on the % scale 0 is the no-effect control and ±100 the full control effect
#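 Human Pol beta at 10 nM; strand-displacement substrate 50 nM final. Compound exposure 15 min at room temperature before start, reaction 10 min at room temperature.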
# Apoferritin bind: qHTS Assay for Identification of Novel General Anesthetics | Ferritin light chain (Equus caballus), P02791 | apoferritin/1-aminoanthracene competitive binding, fluorescence | Potency, µM (titrated, usually from 77.5 µM), without a hit: top-dose activity change, negative = displacement, most hits filed as inhibitors | 350,000 compounds, 0.074% hits | AID 485281, 2010; further: potency means the concentration at half of the fitted maximal effect; on the % scale 0 is the no-effect control and ±100 the full control effect; nearly all actives have a fitted effect of over 20% in size
#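 Apoferritin-based anesthetic binding model; compound displacement of fluorescent 1-AMA measured as endpoint fluorescence after 10 minutes at room temperature, scaled to free-ligand and complex controls.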
# Pol iota inh: qHTS for Inhibitors of Polymerase Iota. AID 588590, 2011. Potency, µM (top dose mostly 115 µM), without a hit: top-dose activity, negative = inhibition, most hits filed as inhibitors. 390,000 compounds, 1% hits. Pol iota fluorescent replication assay, 10 min; further: potency means the concentration at half of the fitted maximal effect
#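 Fluorescent replication assay read twice, at 0 min and 10 min after adding 50 nM (final) substrate. Enzyme (10 nM) and compounds were first incubated 15 min at room temperature; enzyme-free buffer wells were negative controls.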
# * hit, by the source's call; u = inconclusive; x = not tested or not shown; & = joins results of further samples; [ ] = dose if it differs, or a comment. Unless noted, the call rests on the fitted dose curve; in most records, active means well fitted curve in the direction sought with a large enough effect; inconclusive means small, poorly fitted or top-dose-only effect, or another doubt; inactive means no such curve, though single readings can be large; an effect the other way counts as inactive or inconclusive.
no.	canonical_smiles	POLK inh	LDHA inh	Glioma ERSR ind	BLM inh	APE1 inh	Pol eta inh	Pol beta inh	Apoferritin bind	Pol iota inh
1	COc1ccc(CNC(=O)CN(Cc2ccccc2OC)C(=O)c2csnn2)cc1	-4%	-5	-7%	1%	35%	-10%	19%	-11%	17%
2	CCN(c1ccc(NC(=O)COC(=O)c2ccc(S(=O)(=O)N3CCCC3)cc2)cc1)C(C)C	-19%	1	-2%	0%	u	-5%	-16%	-15%	5%
3	CCN1CCN(CC(=O)c2cc(Cl)ccc2Cl)CC1	-13%	-1	-1%	-2%	-1%	-2%	24%	-8%	-12%
4	CCCc1nc2sc3ccccc3c(=O)c2c(=O)n1Cc1ccccc1	5%	-2	-4%	x	x	-21%	x	x	29%
5	Cc1c(F)cccc1NS(=O)(=O)c1cccs1	-5%[60.1 µM]	-5	-3%	-7%	x	-7%	9%	-5%	3%
6	O=c1[nH]c(N2CCN(c3ccccc3)CC2)nc2c1CCCC2	5%	3&-3	-2%	-1%	4%	-10%	1%	0%	1%
7	COc1ccc(-n2nc(C(=O)NCC(=O)N3CCCCCC3)c3ccccc3c2=O)cc1	-11%	-4	4%	-2%	-4%	-4%	2%	u	118%[activator]
8	Cc1cccc(N2CCN(C(=O)c3cc4c(=O)[nH]c5ccc(C)cc5c4s3)CC2C)c1 (configuration not stated)	-1%	0	-1%	-7%	x	-7%	8%	48%[activator]	-4%
9	COC(=O)c1sc(NC(=S)NC(=O)c2ccccc2Cl)nc1C	-15%	-2	3%	1%	5%	-13%	13%	1%	4%
10	Cc1cc(C)c(OCC(=O)N(Cc2ccccc2)C2CCS(=O)(=O)C2)c(C)c1 (configuration not stated)	3%	-5	1%	0%	2%	-19%	36%	-3%	107%[activator]
11	Cc1cc(C(=O)NP(=O)(N2CCOCC2)N2CCOCC2)c(C)n1-c1ccc(N(C)C)cc1	-7%	28	-4%	-5%	2%	-15%	1%	-4%	51%[activator]
12	COc1ccc(S(=O)(=O)NCC2CCCO2)cc1Cl (configuration not stated)	-16%	-5	1%	-3%	15%	-5%	50%	-8%	18%
13	Cn1nnc(NC(=S)NC(=O)c2cccs2)n1	-10%	-1	0%	5%	-1%	-10%	25%	0%	-18%
14	CCOC(=S)SCc1cn2cccc(C)c2n1	-8%	-6	4%	0%	-4%	-4%	0%	-9%	32%[activator]
15	O=C(N/N=C/c1cc2cc3c(cc2nc1Cl)OCO3)c1ccncc1	-6%	-8	-4%	-5%	0%	-1%	6%	1%	17%
16	Cc1ccccc1NC(=O)CSc1nc(-c2ccccc2)cc(=O)[nH]1	0%	-1	-3%	0%	-4%	-11%	87%	-2%	-8%
17	CCn1c(SCC(=O)OC)nnc1-c1c[nH]c2ccccc12	-1%	-5	7%	-1%	-1%	-5%	5%	-2%	13%
18	CCN(CC)S(=O)(=O)c1ccc(Nc2cc(C)nc3ncnn23)cc1	6%	5	-7%	2%	2%	-7%	4%	-10%	47%[activator]
19	CCOc1ccc(NS(=O)(=O)c2ccc3ncsc3c2)cc1	-8%	-7	-4%	-3%	-3%	-15%	7%	-8%	26%
20	Nc1cccc2c3c(oc12)CCCC3	-2%	3	-2%	-4%	24%	-1%	-23%	u	8%
21	Cc1ccc(N=C2CSC(=O)N2)cc1	5%	-6	2%	-4%	0%	-17%	2%	-7%	21%
22	CCOC(=O)c1c(NC(=O)CN2CCN(C(=O)C3CCCO3)CC2)sc(C)c1C (configuration not stated)	-1%	2	-4%	1%	-20%	-23%	u	-5%	4%
23	N#Cc1ccc(CSc2nnc(NC(=O)c3ccc(=O)[nH]c3)s2)cc1	-40%	-6	-2%	-12%	2%	u	u	5%	u
24	COc1cccc(CNC(=O)CN2C(=O)N(c3ccc(C)cc3C)S(=O)(=O)c3ccccc32)c1OC	-4%[60.1 µM]	-5	1%	-3%	x	u	-2%	3%	7%
25	CN1CCN(c2nc3ccccn3c(=O)c2/C=C(\C#N)S(=O)(=O)c2ccccc2)CC1	0%	-12	-3%	4%	-2%	-1%	16%	-13%	-19%
26	COc1ccc(CNC(=O)c2cnn(-c3ccc(C)cc3)c2C2CCN(C(=O)OC(C)(C)C)CC2)cc1	-14%[60.1 µM]	0	-2%	-4%	x	-18%	6%	-13%	-10%
27	CC1=NNC(=O)C1CCC(=O)N/N=C/c1ccco1 (configuration not stated)	-8%	-1	-4%	1%	-1%	-5%	0%	0%	31%[activator]
28	Cn1c(Cc2csc(N)n2)nnc1SC/C=C/c1ccccc1	-3%	-5	-4%	-2%	-1%	-3%	3%	-4%	16%
29	CN1CCN(C(=O)C2(NC(=O)Nc3cccc(F)c3)CCCCC2)CC1	-12%	-4	-4%	-1%	3%	3%	7%	1%	-1%
30	COc1cccc(NC(=O)CN2C(=O)NC(c3ccccc3)(c3ccccc3)C2=O)c1	-1%	-19	-1%	-12%	6%[12.4 µM]	-21%	u	-10%	-23%
31	CC(=O)N1CCN(C(=O)CCNC(=O)c2ccc(Br)cc2)CC1	-5%	-3	-2%	x	x	-13%	x	x	5%
32	Cc1ccc(OCCn2cnc(Cl)c2Cl)cc1	-3%	1	-6%	-1%	-1%	-21%	14%	u	92%[activator]
33	CN1CCC(N(C)CC(C)(C)NS(=O)(=O)c2ccccc2)CC1	2%	-3	-3%	4%	5%	-14%	-10%	-2%	-15%
34	CC1=CC(C)(C)N(C(=O)c2ccccc2)c2ccc(C)cc21	-16%	3	9%	-7%	10%	-12%	10%	-22%	u
35	Cc1nn(-c2ccc(N3CCOCC3)nn2)c(C)c1CCC(=O)Nc1ccccc1	0%	-3	u	-1%	-15%	-9%	49%	3%	29%
36	CCOc1ccc(-c2cc(NC(=O)c3ccccc3)c(C(=O)OC)s2)cc1	-3%	1	-4%	-4%	x	-10%	25%	-2%	-10%
37	CCOc1ccc(C(=O)NNC(=O)c2cc(C)oc2C)cc1	-14%	-6	-1%	x	8%	-6%	x	x	37%[activator]
38	CCOC(=O)C1CCN(S(=O)(=O)c2ccc(-n3cnnn3)c(C)c2)CC1	-11%	-7	-1%	-8%	u	0%	2%	-4%	19%
39	Cc1ccc(C(=O)NCCCNCCCN(C)C)cn1	8%	-10	-2%	-5%	-3%	-10%	u	1%	-3%
40	CCOC(=O)CSc1nc2ccc(NC(=O)COc3ccc(F)cc3)cc2s1	6%	1	-1%	0%	x	-14%	-1%	31%[activator]	30%
41	C[C@@]12CCC[C@H]1C1CC[C@H]3C[C@H](O)CC[C@]3(C)C1CC2 (some centres not stated)	2%[19.4 µM]	x	-4%	x	3%	x	x	-10%	x
42	CCN(CC)C(=O)[C@H]1C[C@H](CC(=O)NCC23CC4CC(CC(C4)C2)C3)C(=O)N2CCc3c([nH]c4ccc(Cl)cc34)[C@]12C	-12%	0	0%	x	-12%	-10%	x	x	-7%
43	O=C(Nc1ccc(F)cc1)C1CCCN(S(=O)(=O)c2cccc3cccnc23)C1 (configuration not stated)	7%	1	-2%	1%	1%	-5%	9%	-18%	-14%
44	Cc1c(C)c2cc(Cl)c(O)c(CN3CCN(C)CC3)c2oc1=O	3%	8	-1%	1%	4%	-15%	17%	x	u
45	Cc1ccccc1NC(=O)CCOc1ccccc1	4%&-4%	-6&9	2%	-6%&0%	-14%	2%	0%&-18%	7%&-14%	u
46	COc1ccc(-c2c(C)c3cc(OC(=O)N4CCOCC4)ccc3oc2=O)cc1	-2%[60.1 µM]	-4	-1%	1%	x	-13%	11%	-3%	32%[activator]
47	CC(C)CN1CC[C@@]2(CCCN(C(=O)c3cc(C(F)(F)F)cc(C(F)(F)F)c3)C2)C1	-16%[60.1 µM]	x	-1%	-2%	1%	x	x	x	x
48	Cc1cc(=O)n(Cc2cccc(Br)c2)c2c1c(C)nn2-c1ccccc1	22%	2	-5%	-3%	x	-14%	0%	-12%	24%
49	CC(C)c1ccc(NC(=O)c2cc(S(=O)(=O)N3CCCC3)c[nH]2)cc1	4%	0	-1%	-9%	15%	-23%	-11%	u	2%
50	Cc1ccc(S(=O)(=O)Nc2ccc(S(=O)(=O)N3CCOCC3)cc2)cc1	-2%	-3	-2%	x	x	-16%	x	x	10%
51	COc1cccc(CNC(=O)CN2C(=O)CSc3c2c(C)nn3-c2ccccc2)c1OC	-25%	-3	-2%	-3%	x	-22%	-3%	-1%	3%
52	COc1cccc(CNC(=O)CN2C(=O)CSc3ccc(S(=O)(=O)N4CCCCC4)cc32)c1	-4%	-3	-1%	-3%	-1%	0%	34%[activator]	-6%	1%

# By substructure: the entries above containing an aryl thioether with sulfur outside any ring (five)
no.	canonical_smiles	POLK inh	LDHA inh	Glioma ERSR ind	BLM inh	APE1 inh	Pol eta inh	Pol beta inh	Apoferritin bind	Pol iota inh
16	Cc1ccccc1NC(=O)CSc1nc(-c2ccccc2)cc(=O)[nH]1	0%	-1	-3%	0%	-4%	-11%	87%	-2%	-8%
17	CCn1c(SCC(=O)OC)nnc1-c1c[nH]c2ccccc12	-1%	-5	7%	-1%	-1%	-5%	5%	-2%	13%
23	N#Cc1ccc(CSc2nnc(NC(=O)c3ccc(=O)[nH]c3)s2)cc1	-40%	-6	-2%	-12%	2%	u	u	5%	u
28	Cn1c(Cc2csc(N)n2)nnc1SC/C=C/c1ccccc1	-3%	-5	-4%	-2%	-1%	-3%	3%	-4%	16%
40	CCOC(=O)CSc1nc2ccc(NC(=O)COc3ccc(F)cc3)cc2s1	6%	1	-1%	0%	x	-14%	-1%	31%[activator]	30%

# An excerpt. The share of hits here may be higher or lower than overall.
